Screening data from PubChem BioAssay.
SKKanGAS inh: SKKanGAS growth inhibition | S. pyogenes SKKanGAS, kanamycin growth, BacTiter-Glo, 6 h | inhibition, % at 7.5 µM | 1.3% of 300,000 active | AID 1662;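 active means mean replicate score, as percent of positive control median, at least 50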;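 further: strain carries kanamycin resistance gene driven by streptokinase promoter and grows in 40 µg/ml kanamycin; loss of luminescence reflects streptokinase promoter inhibition or plain growth inhibition; 0% = median of DMSO wells and 100% = positive control at its reference dose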
TMEM16A act: activates or potentiates the mouse TMEM16A chloride channel; Q8BHY3; B-score at 10 µM; AID 623877; HEK293 TMEM16A/YFP-H148Q/I152L, iodide quench fluorescence; stronger effect = lower value; 0.3% of 340,000 active;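 active means fluorescence-ratio B-score plate-corrected deviation score at least 3 library SD below zero, with starting fluorescence score within 5 deviations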;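 further: channel opened by trigger with iodide after compound preincubation; score built on the fluorescence ratio of max minus min over baseline; more negative score means more quench and so TMEM16A activation or potentiation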
TRPC6 inh: inhibitors of mouse TRPC6 channel; Q61143; HEK293-TRPC6, membrane potential dye, ACh-evoked depolarization; stronger effect = lower value; B-score at 10 µM; 1.1% of 310,000 active; AID 2553;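 active means B-score under library mean minus 3 SD, initial fluorescence not abnormally high, positive integrated signal ratio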;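 further: B-score derived from integrated fluorescence ratio over the kinetic read; more negative B-score means stronger inhibition of depolarization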
Target sequence (Q61143 whole entry, looked up): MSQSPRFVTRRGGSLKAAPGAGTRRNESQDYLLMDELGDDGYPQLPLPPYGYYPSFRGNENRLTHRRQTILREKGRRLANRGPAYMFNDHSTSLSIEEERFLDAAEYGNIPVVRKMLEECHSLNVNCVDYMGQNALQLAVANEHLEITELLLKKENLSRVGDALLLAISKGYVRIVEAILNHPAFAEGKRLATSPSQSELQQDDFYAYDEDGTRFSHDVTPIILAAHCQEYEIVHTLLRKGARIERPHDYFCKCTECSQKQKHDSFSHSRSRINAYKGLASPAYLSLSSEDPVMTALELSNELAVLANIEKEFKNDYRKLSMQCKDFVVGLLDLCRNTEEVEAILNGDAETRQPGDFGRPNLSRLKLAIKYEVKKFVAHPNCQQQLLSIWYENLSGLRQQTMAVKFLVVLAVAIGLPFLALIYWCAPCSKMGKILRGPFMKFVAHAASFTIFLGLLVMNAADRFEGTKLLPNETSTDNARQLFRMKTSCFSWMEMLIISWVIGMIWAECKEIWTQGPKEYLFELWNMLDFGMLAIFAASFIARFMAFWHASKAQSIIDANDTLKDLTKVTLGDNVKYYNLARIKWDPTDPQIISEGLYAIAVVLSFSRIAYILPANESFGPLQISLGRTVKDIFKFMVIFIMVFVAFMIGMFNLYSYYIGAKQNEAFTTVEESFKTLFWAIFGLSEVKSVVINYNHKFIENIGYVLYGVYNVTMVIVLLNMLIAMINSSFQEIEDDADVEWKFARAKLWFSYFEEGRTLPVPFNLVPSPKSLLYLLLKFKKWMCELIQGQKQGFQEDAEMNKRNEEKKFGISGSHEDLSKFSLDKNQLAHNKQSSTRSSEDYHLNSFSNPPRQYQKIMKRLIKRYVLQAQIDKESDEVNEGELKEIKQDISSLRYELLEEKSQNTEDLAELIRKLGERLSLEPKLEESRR
TRPC6 activator: activates the mouse TRPC6 cation channel; Q61143; HEK293-TRPC6 membrane potential dye fluorescence; stronger effect = higher value; B-score at 10 µM; 0.13% of 310,000 active;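 active means B-score of the integrated fluorescence ratio above library mean plus 3 SD, and starting fluorescence ratio within library mean plus 5 SD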;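 further: higher score means more depolarization so channel activation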
MrgX1 antag: antagonists of human MrgX1 receptor; B-score at 10 µM; 1.3% of 310,000 active; Q96LB2; MRGX1-HEK293 calcium flux, Fluo-4, BAM8-22 antagonism; stronger effect = lower value; AID 588676;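 active means calcium-response B-score plate-corrected more than 3 library SD below zero, starting fluorescence within 5 deviations, no agonist response on first addition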;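 further: peak minus trough fluorescence over baseline after final BAM8-22 challenge near maximal dose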
MrgX1 allo act: human MrgX1 positive allosteric modulation, primary screen; Q96LB2; B-score at 10 µM; 0.63% of 310,000 active; MrgX1-HEK293, Fluo-4 calcium flux, FDSS; stronger effect = higher value;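 active means plate-corrected calcium response at least 3 library SD above typical, normal starting fluorescence, not activating the receptor alone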;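 further: compound read alongside a low EC10 to EC30 dose of BAM8-22 agonist; peak minus trough fluorescence over baseline measured at the second addition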
MrgX1 ag: human MrgX1 receptor agonism, primary screen. Q96LB2. MrgX1-HEK293 cells, Fluo-4 calcium fluorescence, agonist mode; stronger effect = higher value. B-score at 10 µM. 0.44% of 310,000 active. AID 588627;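 active means calcium response B-score plate-corrected fluorescence ratio at least 3 library SD, with starting fluorescence B-score inside 5 SD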
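Assay system: MrgX1-expressing HEK293 cells / Amount: fifteen thousand cells per well / Doses: test compound in the initial addition of three / Timing: cells plated overnight, dye loaded 0.5 h 37 °C, 0.5 h room temperature / Technique: kinetic calcium dye fluorescence, Fluo-4 NW / Control set: positive and negative controls per plate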
RGS4 block: inhibitors of human RGS4; HEK293 M3R/RGS4 inducible, Fluo-4 calcium flux; stronger effect = higher value; triggered by carbachol at its EC20; B-score at 10 µM; 0.45% of 310,000 active; AID 463165;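 active means B-score, a plate-corrected calcium signal, over three deviations above library mean, with baseline fluorescence within five deviations of library mean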;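 further: RGS4 expression induced by doxycycline in cells with stable M3 receptor; B-score is computed from the integrated fluorescence ratio over baseline after carbachol; higher B-score means a larger calcium signal and so more RGS4 inhibition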
RGS4 pot: potentiators or activators of RGS4 | 0.92% of 310,000 active | AID 463111 | B-score at 10 µM | HEK293 M3R/inducible RGS4, carbachol calcium flux Fluo4; stronger effect = lower value;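 active means B-score of the integrated calcium signal more than 4 SD below the library mean, with starting fluorescence not abnormally high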;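 further: negative B-score means reduced calcium response which marks RGS4 activation or potentiation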
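Reagent: ECmax carbachol challenge; Test system: M3R-expressing HEK293 line, RGS4 induced by doxycycline; Schedule: overnight RGS4 induction, 30 min dye load 37 °C, 20 min compound RT; Detection: calcium dye Fluo4 fluorescence; Read-out: Agonist-evoked peak-minus-minimum fluorescence over baseline, integrated ratio, B score.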
HDAC3 inh: human HDAC3 inhibition | 0.15% of 320,000 active | O15379 | recombinant HDAC3, fluorogenic peptide/trypsin coupled, fluorescence | inhibition, % at 8.3 µM | AID 2718; in the data active means inhibition above about 26%, passing the limit was not always enough
TMEM16A inh: mouse TMEM16A channel inhibition, primary screen; Q8BHY3; HEK293 TMEM16A/YFP iodide influx fluorescence, ionomycin; normalized B-score (activity score, 25-100; higher = stronger inhibition) at 10 µM; 1.2% of 310,000 active;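 active means ratio plate-corrected score three or more library SD toward inhibition, starting fluorescence score within five deviations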;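 further: score derived from kinetic fluorescence span divided by baseline fluorescence per well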
* marks the source's active call; other numbers are inactive results; i = inactive; nt = no result given.

nr	SMILES	SKKanGAS inh	TMEM16A act	TRPC6 inh	TRPC6 activator	MrgX1 antag	MrgX1 allo act	MrgX1 ag	RGS4 block	RGS4 pot	HDAC3 inh	TMEM16A inh
1	O=S(=O)(c1ccc(N2CCN(CCO)CC2)nc1)N1CCCCC1	1	i	i	i	i	i	i	i	i	3	i
2	O=S(=O)(O)c1cnccc1Nc1cccc(C(F)(F)F)c1	-1	i	i	i	i	i	i	i	i	15	i
3	C=CCn1cccc(/C=C/C(=O)c2ccc(C(C)(C)C)cc2)c1=S	-4	i	i	i	i	i	i	i	i	4	i
4	Cc1cc(S(=O)(=O)N2CCN(Cc3ccc4c(c3)OCO4)CC2)cc(C)c1N1CCCC1=O	-3	i	i	i	i	i	i	i	i	6	100*
5	O=C(COC(=O)c1sc2cc(F)ccc2c1Cl)Nc1ncc(Cl)cc1Cl	-10	i	i	i	i	i	i	i	i	-7	i
6	CC(=O)Oc1ccc(-c2cccc(C(=O)NCCCO)c2)cc1	-6	i	i	i	i	i	i	i	i	nt	i
7	CCOC(=O)C(Cc1c(F)cccc1Cl)c1ccno1 (stereo not drawn)	5	i	i	i	i	i	i	i	i	8	i
8	CCCCOC(=O)C1=C(C)Nc2ncnn2C1c1cc(OC)ccc1OC (stereo not drawn)	-9	i	i	i	i	i	i	i	i	-6	i
9	CCOC(=O)C1CCN(c2nc3c(C)cccn3c(=O)c2/C=C(\C#N)S(=O)(=O)c2ccccc2)CC1	2	i	i	i	i	i	i	i	i	-2	i
10	COc1ccc(C(=O)N(C)CC(O)c2ccccc2)cc1OC1CCN(C(C)=O)CC1 (stereo not drawn)	-13	i	i	i	i	i	i	i	i	1	i
11	COc1cc(-c2nnc(-c3ccco3)o2)ccc1OCc1ccccc1	8	i	i	i	i	i	i	i	i	-47	i
12	Cc1csc2c(=O)sc(NC(=O)c3cccs3)nc12	20	i	i	i	i	i	i	i	i	4	i
13	Cc1cc(N2CCN(C)CC2)nc2ccc(NC(=S)N3CCC4(CC3)OCCO4)cc12	-8	i	i	i	i	7.4*	i	i	i	nt	i
14	O=C(CN1CCc2cc3c(cc2C1)OCCCO3)Nc1c(F)cccc1F	-2	i	i	i	i	i	i	i	i	2	i
15	CCC(C)(C(=O)NC1CCCCC1)N(C(=O)c1ccccn1)c1ccc(C)cc1 (stereo not drawn)	-11	i	i	i	i	i	i	i	i	6	i
16	Cc1c(NC(=O)CN2C(=O)NC3(CCC(C)CC3)C2=O)c(=O)n(-c2ccccc2)n1C (stereo not drawn)	4	i	i	i	i	i	i	i	i	0	i
17	O=C(Nc1ccccc1)Oc1ccccc1N1CCOCC1	-10	i	i	i	i	i	i	i	i	4	i
18	COCc1ccc(C(=O)N2CCCC(C(=O)c3ccc(SC)cc3)C2)s1 (stereo not drawn)	0	i	i	i	i	i	i	i	i	3	i
19	COc1ccc2oc(=Nc3cccc(F)c3)c(C(N)=O)cc2c1	-9	i	i	i	i	i	i	i	i	0	i
20	CC(=O)N(c1ccccc1)c1nc(/C=C/C(=O)O)cs1	-17	i	i	i	i	i	i	i	i	-1	i
21	CSCC(=O)N1CCC(n2nccc2NC(=O)CCCc2ccccc2)CC1	-1	i	i	i	i	i	i	i	i	5	i
22	Cc1c(C(=O)N2CCCC2)oc2c1-c1[nH]ncc1CC2	-2	i	i	i	i	i	i	i	i	-1	i
23	Cc1ccc2c(c1)nnn2C1CCN(CC(=O)NCCc2nc3ccccc3[nH]2)CC1	11	i	i	i	i	i	i	i	i	7	i
24	COc1ccc(Br)cc1C(=O)Nc1ccccc1N1CCCC1	-2	i	i	i	i	i	i	i	i	3	100*
25	CSc1nsc(/C=C/Nc2cccc(Cl)c2)c1C#N	nt	i	nt	nt	i	i	i	nt	nt	7	i
26	CC(NS(=O)(=O)c1ccc([N+](=O)[O-])cc1)C(=O)NN (stereo not drawn)	-5	i	i	i	i	i	i	i	i	nt	i
27	O=C(CCc1nc(-c2ccccn2)no1)NCc1ccc2c(c1)OCO2	-2	i	i	i	i	i	i	i	i	3	i
28	Cc1cc(OC(C)C(=O)Nc2cccnc2)ccc1Cl (stereo not drawn)	-2	i	i	i	i	i	i	i	i	3	i
29	COc1ccccc1/C=N/NC(=O)c1ccc(NC(=O)c2ccccc2Br)cc1	2	i	i	i	i	i	i	i	i	3	i
30	Cc1ccc(N2CC(=O)N(CC(=O)O)C2=O)cc1	14	i	i	i	i	i	i	i	i	-2	i
31	COCCn1c(=O)[nH]c2cc(C(=O)NCC3CCCO3)ccc2c1=O (stereo not drawn)	2	i	i	i	i	i	i	i	i	-9	i
32	Cc1c(C(=O)Nc2ccc(Br)cc2)cnn1C	0	i	i	i	i	i	i	i	i	9	i
33	CC(=O)Nc1ccc(NC(=O)Cn2cnc3c(nnn3Cc3ccc(F)cc3)c2=O)cc1	0	i	i	i	-6.8*	i	i	i	i	-6	i
34	CCC(C)C(NS(=O)(=O)c1ccc(C)cc1)C(=O)NCCCN1CCOCC1 (stereo not drawn)	31	i	i	i	i	i	i	i	i	5	i
35	O=C(NNC(=O)C1[C@H]2CCCC[C@@H]12)Nc1cccc2ccccc12 (stereo partly drawn)	1	i	i	i	i	i	i	i	i	2	i
36	O=C(NCc1ccco1)c1ccc(Cl)c(S(=O)(=O)N2CCc3ccccc32)c1	-9	i	i	i	i	i	i	i	i	2	i
37	CC(C)(C)c1csc(NC(=O)Nc2ccccc2)n1	-8	i	i	i	i	i	i	i	i	12	i
38	CC(C)(C)c1ccc(NC(=O)COC(=O)c2ccc([N+](=O)[O-])s2)cc1	nt	i	nt	nt	i	i	i	nt	nt	4	i
39	COc1ccccc1C(=O)COC(=O)CCNS(=O)(=O)c1ccc(C)c(C)c1	-4	i	i	i	i	i	i	i	i	3	i
40	COc1ccc(NC(=O)CCN2CCCC(C)C2)cc1 (stereo not drawn)	4	i	i	i	i	i	i	i	i	-5	i
41	Cc1ccc(OCC(=O)NNC(=O)C2CCN(c3nc(C)cc(C)n3)CC2)cc1	-1	i	i	i	i	i	i	i	i	-1	i
42	Cc1ccc(CSc2nnc(-c3cccnc3)o2)cc1	-3	i	i	i	i	i	i	i	i	3	i
43	COc1cc(-c2nc(-c3ccccc3)c(-c3cccs3)[nH]2)cc(OC)c1O	-42	i	i	i	i	i	i	i	i	10	i
44	O=C(Nc1ncc(Cc2cccc(C(F)(F)F)c2)s1)C1CCCO1 (stereo not drawn)	5	i	i	i	i	i	i	i	i	nt	i
45	Cc1cc(C(=O)CSc2nc(N)cc(N)n2)c(C)n1CCc1ccc(F)cc1	-2	i	i	i	i	i	i	i	i	5	i
46	O=[N+]([O-])/C=C\c1ccc(N2CCCC2)c(F)c1	-1	i	i	i	nt	nt	nt	36*	i	nt	nt
47	O=C(CN1CCOCCOCCN(CC(=O)Nc2ccccc2)CCOCC1)Nc1ccccc1	-7	i	i	i	i	i	i	i	i	nt	i
48	O=C1c2cccnc2C(O)N1Cc1cccs1 (stereo not drawn)	0	i	i	i	i	i	i	i	i	-9	i
49	CCN(CC)S(=O)(=O)c1ccc(C)c(C)c1	2	i	i	i	i	i	i	i	i	9	i
50	O=C(CN1CCCN(S(=O)(=O)c2ccc(F)cc2)CC1)Nc1c(Cl)cccc1Cl	-3	i	i	i	i	i	i	i	i	-3	i

The list continues.
nr	SMILES	SKKanGAS inh	TMEM16A act	TRPC6 inh	TRPC6 activator	MrgX1 antag	MrgX1 allo act	MrgX1 ag	RGS4 block	RGS4 pot	HDAC3 inh	TMEM16A inh
51	COC(=O)C1=C(O)/C(=C\c2ccc(OCC(=O)Nc3ccc(OC)cc3)cc2)N=C1C	3	i	i	i	i	i	i	i	i	-10	i
52	Cc1cc(NC(=O)CCSc2ccc(Cl)cc2)no1	-7	i	i	i	i	i	i	i	i	-1	i
53	COc1ccc(Cn2c3ccc(OC)cc3c3nc4ccccc4nc32)cc1	1	i	i	i	i	i	i	i	i	-10	i
54	Nc1cc(=O)[nH]c(SCc2ccc(Cl)cc2)n1	0	i	i	i	i	i	i	i	i	0	i
55	O=C(NCCc1cccc(F)c1)C1CCC(=O)N(CCCc2ccccc2)C1 (stereo not drawn)	-7	i	i	i	i	i	i	i	i	1	i
56	COC(=O)c1cccc(NS(=O)(=O)c2ccc(OC)c(OC)c2)c1C	-4	i	i	i	i	i	i	i	i	-2	i
57	Nc1n[nH]c(-c2ccccc2[N+](=O)[O-])n1	-7	i	i	i	i	i	i	i	i	1	i
58	Cc1ccc(Nc2nnc(SCc3ccccc3)s2)cc1	9	i	i	i	i	i	i	i	i	3	i
59	CC(C)CCN1CCN(Cc2cn[nH]c2C2CCCCC2)CC1CCO (stereo not drawn)	-1	i	i	i	i	i	i	i	i	3	i
60	COc1ccc(C(=O)OCCOc2cccc(Cl)c2)cc1S(=O)(=O)N1CCOCC1	-1	i	i	i	i	i	i	i	i	5	i
61	COc1ccc2c(c1)[nH]c1c(=O)n(/N=C/c3ccc(OC)c(CN4CCCCC4)c3)cnc12	15	i	i	i	i	i	i	i	i	-2	i
62	O=C(Nc1cccnc1Cl)c1noc2c1CCc1ccccc1-2	-3	i	i	i	i	i	i	i	i	6	i
63	O=C1OCCC1Sc1nnc(-c2ccc(Br)cc2)o1 (stereo not drawn)	-3	i	i	i	i	i	i	i	i	-3	i
64	COc1ccccc1CN1CCNC(=O)C1CC(=O)NCC1CCOCC1 (stereo not drawn)	-2	i	i	i	i	i	i	i	i	-4	i
